Assay outcomes from PubChem.
SR-BI DiI-HDL act: SR-BI HDL lipid transfer activation | hit rate 0.096% among 320,000 | CHO ldlA[mSR-BI] cells, DiI-HDL uptake fluorescence, 3 h; 100 = double the neutral-control signal | AID 504775 | activation, % at 12.5 µM;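 active = mean replicate activation of at least 60% and every replicate at or above 60%; inconclusive = mean or all-replicate condition met, but not both; inactive = mean below 60% and not all replicates reaching 60%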;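 note: 0% = median plate neutral-control signal and 100% = twice that signal; values of inactives mirror those of a sister screen read the other way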
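Assay system: LDL receptor-deficient CHO ldlA cells overexpressing murine SR-BI / Medium: BSA-supplemented, HEPES-buffered Ham's F12, pH 7.4 / Probe or stimulus: DiI-labelled HDL at 10 µg/mL final / Timing: compound with DiI-HDL co-incubation, 3 h at 37 °C / Technique: bottom-read cell fluorescence after medium removal, ex 550/em 595 nm / Measure: HDL uptake via cellular fluorescence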
CAL PDZ FP-1: blocks peptide binding to the human CAL PDZ domain. hit rate 0.92% among 300,000. Q9HD26. purified CAL PDZ, TMR-peptide fluorescence polarization, 1 h. inhibition, % at 24.9 µM. AID 602252;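 active = mean inhibition of at least 30% with at least half of replicates also reaching 30%; inconclusive = no clear call, values can overlap the other calls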;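 note: 0% = DMSO neutral control and 100% = excess unlabeled competitor peptide PRC23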
Ecoli viability: reduces bacterial viability in AddAB counter-screen; hit rate 0.27% among 330,000; E. coli V3065 growth, OD600 absorbance, 18 h; AID 449728; inhibition, % at 11.9 µM;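 active = inhibition above the campaign's mean inhibition across all tested compounds plus 3 SD, cut at about 9.9% in these data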;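 note: uninfected addAB+ strain grown without phage in ampicillin broth; 0% = DMSO wells and 100% = ciprofloxacin 0.95 µg/ml wells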
MITF TRPM1 HTS: increases MITF-driven TRPM1 promoter luciferase signal. activation, % at 12.5 µM. SK-MEL-5 TRPM1-promoter luciferase, 24 h; % of positive control, neutral wells = 0. hit rate 0.75% among 300,000;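 active = mean activation of at least 80% with every replicate also reaching 80%; inconclusive = mean reaches 80% but some replicate falls short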;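 note: 0% = neutral control wells and 100% = parthenolide positive control wells; values of inactives mirror those of a sister screen read the other way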
phage Ecoli inh: E. coli growth loss with phage present; inhibition, % at 11.9 µM; hit rate 0.26% among 360,000; growth absorbance; in the data active = inhibition above about 11%
Tat export inh: blocks Tat-dependent protein export in E. coli; E. coli MC4100 TorA-mCherry Tat export, fluorescence; inhibition, % at 10 µM; hit rate 0.036% among 340,000; AID 488895;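 active = mean replicate inhibition at least 50% and at least half of replicates individually reaching 50%; inconclusive = only one of the two criteria met; inactive = neither criterion met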;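 note: exported cargo escapes ClpAP degradation while cytoplasmic cargo is degraded and loses fluorescence; 0% = median of neutral control wells and 100% = median of NaSCN control wells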
SR-BI DiI inh: mouse SR-BI HDL lipid transfer inhibition; Q61009; ldlA[mSR-BI] CHO cells, DiI-HDL uptake fluorescence, 3 h; inhibition, % at 12.5 µM; hit rate 0.96% among 320,000; AID 488896;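 active = mean replicate inhibition of at least 70% and a set share of replicates each scoring 70 or more; inconclusive = meets just one of the two criteria; inactive = fails both criteria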;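 note: 0% = median of neutral control wells and 100% = median of positive control wells; values of inactives mirror those of a sister screen read the other way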
Target sequence (Q61009 whole entry, looked up): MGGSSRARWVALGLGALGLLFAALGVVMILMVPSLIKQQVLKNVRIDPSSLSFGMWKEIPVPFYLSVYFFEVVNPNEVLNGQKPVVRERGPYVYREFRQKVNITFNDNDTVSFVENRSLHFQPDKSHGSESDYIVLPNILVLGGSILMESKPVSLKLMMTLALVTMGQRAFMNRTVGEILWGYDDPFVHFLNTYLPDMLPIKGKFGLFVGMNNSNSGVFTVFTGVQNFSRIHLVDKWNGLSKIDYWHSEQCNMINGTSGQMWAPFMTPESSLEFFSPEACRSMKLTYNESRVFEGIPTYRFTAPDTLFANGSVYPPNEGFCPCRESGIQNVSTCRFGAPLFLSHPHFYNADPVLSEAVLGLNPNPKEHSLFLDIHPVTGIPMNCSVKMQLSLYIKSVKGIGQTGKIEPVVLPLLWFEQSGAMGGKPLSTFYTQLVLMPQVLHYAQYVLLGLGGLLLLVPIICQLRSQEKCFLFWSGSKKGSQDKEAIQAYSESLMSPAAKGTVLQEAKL
AddAB inh: less growth of phage-infected E. coli with AddAB. E. coli expressing H. pylori AddAB, absorbance growth. inhibition, % at 11.9 µM. hit rate 0.29% among 330,000. AID 435030; in the data active = inhibition above about 12%;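 note: 0% = vehicle wells of infected cells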
CAL PDZ FP-2: inhibitors of human CAL PDZ peptide binding | hit rate 0.02% among 330,000 | AID 504414 | inhibition, % at 20 µM | Q9HD26 | purified CAL PDZ, TMR-peptide fluorescence polarization, 1 h;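 active = highest replicate inhibition of at least 40%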;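 note: plate controls were DMSO neutral control wells for no effect and unlabeled competitor peptide control wells for full effect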
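System: purified tagged CAL PDZ domain construct (CerCALP). Schedule: 1 h incubation at room temperature before polarization reading. Medium: 25 mM sodium phosphate pH 7.4, 150 mM NaCl, TCEP, IgG, Thesit. Read-out: percent inhibition from loss of millipolarization. Measured by: FP readout, S and P plane fluorescence. Probe or stimulus: fluorescent TMR peptide probe.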
Wnt bcat act: activators of Wnt/beta-catenin signaling; Wnt/beta-catenin reporter cell assay, activator, plate reader; hit rate 1.2% among 300,000; activation, % at 9.35 µM; in the data active = activation above about 30%, passing the limit was not always enough; inconclusive = no clear call, values can overlap the other calls;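 note: 0% = neutral control wells and 100% = positive control wells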
The depositor's hits bear a star; ? = inconclusive; nt = not tested or not shown. The order is random; overall some 3.6% were active at least once.

SMILES	SR-BI DiI-HDL act	CAL PDZ FP-1	Ecoli viability	MITF TRPM1 HTS	phage Ecoli inh	Tat export inh	SR-BI DiI inh	AddAB inh	CAL PDZ FP-2	Wnt bcat act
CCOc1ccccc1N1CCN(C(=O)Nc2cccc(Cl)c2)CC1	-33	-4	2.2	nt	3.1	0	33	4.0	-0.9	-2
O=C(c1cc([N+](=O)[O-])ccc1N1CCCCC1)N1CCCCC1	-21	4	-1.0	-7	2.7	1	21	1.8	nt	nt
O=C(CCc1nnc(CCCCc2ccccc2)o1)NCc1cc(F)ccc1F	-3	-3	-4.6	0	1.7	1	3	-2.8	-1.9	-2
CC(C)(C)NS(=O)(=O)c1ccc(NS(C)(=O)=O)cc1	9	nt	-0.8	-4	7.1	-5	-9	-0.4	-0.8	-3
Cn1c(=O)c2c(nc(OC3CCCC3)n2C)n(C)c1=O	-4	-4	nt	17	1.9	-3	4	nt	-0.6	-5
Brc1ccc(OCc2cn3ccccc3n2)cc1	15	-1	3.2	93*	6.4	-6	-15	1.3	-3.1	17
CCCCOc1ccc(-c2nnn(CC(=O)NCCc3c[nH]c4ccccc34)n2)cc1	-23	-3	2.0	27	2.4	-1	23	1.7	0.3	-4
O=C(COC(=O)C1CCC(=O)N1)Nc1ccccc1Br (centres undefined)	nt	-3	2.5	3	1.9	13	nt	-0.1	-3.8	1
COc1ccc(-c2nnc(N)s2)cc1OC	8	-4	nt	6	1.2	-6	-8	nt	-1.4	1
Cc1cc(C)c(S(=O)(=O)N(C)CC(=O)NCCCn2ccnc2)c(C)c1	-3	-4	-0.1	13	-1.7	-9	3	1.2	-1.1	2
Nc1ccc(S(=O)(=O)NN=CC=Cc2ccccc2[N+](=O)[O-])cc1	1	0	nt	-9	1.7	8	-1	nt	-0.2	-4
Cc1ccc(COn2nnc3ccc(S(=O)(=O)N4CCOCC4)cc32)cc1	3	2	-1.2	-2	0.7	-5	-3	2.5	-8.0	-4
CN(CC(=O)NCCc1ccccc1)S(=O)(=O)c1cnc[nH]1	-24	-2	-0.2	8	1.1	6	24	3.2	-0.1	-1
Cc1cc(C)n(-c2nnc(C)n2/N=C/c2ccccc2O)n1	32	-3	-0.3	-10	2.3	8	-32	2.8	-0.1	nt
OCCN1CCN(c2ncnc3sc4c(c23)CCCC4)CC1	-5	-3	-3.4	1	1.9	-9	5	-0.4	0.2	0
CCOC(=O)Cn1c(CN2CCc3ccccc3C2)nc2c1c(=O)n(C)c(=O)n2C	22	nt	0.2	-18	2.0	1	-22	-3.2	-1.1	1
CCO[C@H]1OC(C(=O)NCc2nc3ccccc3[nH]2)=C[C@@H](c2ccc(Br)cc2)[C@@H]1CCCO	-1	-5	-3.3	-5	2.6	4	1	0.6	1.5	-3
CC(=O)N1CCN(C(=O)c2cc(S(=O)(=O)N3CCCCC3)ccc2Cl)CC1	3	-2	-1.3	1	1.0	0	-3	-0.5	-2.0	-1
N#Cc1c(-c2ccccc2F)cc(C2CC2)nc1SCC(=O)c1cccs1	-28	6	0.3	12	0.8	10	28	2.1	-0.2	-5
O=C(CN1C(=O)C2CCCCC2C1=O)Nc1cccc([N+](=O)[O-])c1 (centres undefined)	-12	-6	-0.3	8	1.0	-3	12	1.3	-2.8	7
Cc1ccc(C(=O)N2CC(=O)Nc3ccccc32)o1	12	-4	3.4	-15	2.7	9	-12	1.6	-0.5	5
c1ccc(CN2CCC(=NNc3nc4ccccc4[nH]3)CC2)cc1	4	0	3.4	-8	2.4	-5	-4	4.0	0.9	nt
CCCCc1nnc2c(N(C)S(=O)(=O)c3ccccc3)nc3ccccc3n12	-22	-3	-1.8	3	0.6	2	22	-0.2	-1.9	-5
COc1ccc(/C(N)=N/O)cc1O	6	12	0.3	-2	4.1	-9	-6	4.8	0.6	-1
O=C(NC1CCCC1)c1cccc(Cl)c1	-6	-1	-0.4	4	0.9	-7	6	2.1	-0.5	-1
Cc1ccc(CSc2ncnc3onc(C)c23)cc1	0	nt	-1.2	11	5.4	4	0	2.3	-1.8	0
C[C@@H]1CN([C@@H](C)CO)C(=O)c2cc(NS(=O)(=O)c3ccc(Cl)cc3)ccc2O[C@H]1CN(C)Cc1ccncc1	28	1	-0.1	-3	2.5	-3	-28	4.8	0.0	0
N[C@H]1C(O)O[C@H](CO)[C@@H](O)[C@@H]1O (some centres undefined)	5	-3	-2.9	0	4.0	-7	-5	0.2	0.0	-1
CCCC(=O)n1nc(-c2cccnc2)nc1NCc1ccc(OC)cc1	-16	0	nt	9	-3.4	6	16	nt	-0.7	1
Cn1c(CC(=O)Nc2ccccc2)nnc1SCCOc1ccccc1	-15	nt	-0.7	20	2.2	-4	15	4.0	0.5	nt
COc1ccc(-n2c(-c3ccco3)nc3c(cnn3-c3ccc(C)cc3)c2=O)cc1	-41	1	-0.6	4	-0.1	-1	41	-0.8	-1.1	-1
COc1cc(-c2cc(C(=O)NCCc3ccc(S(N)(=O)=O)cc3)c3ccccc3n2)cc(OC)c1OC	-48	-8	2.5	-10	-1.9	-2	48	2.1	-3.8	0
O=C1NC[C@@H](Cc2cccc3ccccc23)N(CCc2cc(C(F)(F)F)cc(C(F)(F)F)c2)C1=O	6	-3	-1.0	12	3.3	27	-6	2.9	-0.1	2
Cc1ccc(NC(=O)c2c(-c3ccccc3Cl)noc2C)nc1	13	-2	-0.5	-9	1.9	0	-13	2.0	-0.4	2
CCSc1ncnc2c1oc1ccccc12	38	nt	-0.1	38	2.8	-6	-38	1.0	-2.4	0
Cc1ccc(C(=O)O)c(C(=O)Nc2nc3ccccc3s2)c1	55	-2	3.1	-5	1.9	-9	-55	0.2	1.1	0
COc1ccccc1C1CCN(Cc2cccc(C(=O)N3CCC(O)CC3)c2)CC1	-3	-3	-0.3	8	nt	-9	3	3.7	-2.5	nt
CC(C)(C)c1ccc(OCCC(=O)OCC(=O)NC2CCCCC2)cc1	1	-3	-1.1	3	3.4	11	-1	0.9	-2.6	1
CCOC(=O)c1cnc2nc(N3CCOCC3)nn2c1N	36	-6	2.9	2	4.7	0	-36	5.3	-0.3	2
CCn1cc(C(=O)NCCCOC(C)C)c2cc(OC)c(OC)cc2c1=O	28	-6	-0.8	3	3.1	6	-28	1.6	-4.0	nt
COc1ccc(OC)c(CN(CCN2CCOCC2)S(=O)(=O)c2ccc(NC(C)=O)cc2)c1	nt	6	-1.7	12	1.7	1	nt	-0.6	-0.1	-1
CCOC(=O)c1cnc2ccc(C(=O)OC)cc2c1NCCc1ccc(OC)c(OC)c1	-63	-2	-1.7	-8	0.9	6	63	2.6	-3.6	25
Cc1ccc2cc(CN(Cc3ccc(F)cc3)Cc3nnnn3C3CCCC3)c(=O)[nH]c2c1	-21	-4	-0.8	8	2.8	-3	21	1.9	-3.5	-1
Cn1ccnc1SCC(=O)c1cccc(C(F)(F)F)c1	13	-11	2.1	89*	-2.9	-1	-13	4.7	-3.5	24
CCCCOCCCNCC(=O)Nc1ccc(S(N)(=O)=O)cc1	5	-3	2.0	-10	2.5	-1	-5	0.9	0.1	-1
Cc1cc(C)n(CCC(=O)N2CCN(S(=O)(=O)c3ccc(C)c(C)c3)CC2)n1	4	3	-2.3	-1	1.5	-7	-4	1.9	-2.9	-2
COc1ccc(S(=O)(=O)N2c3ccc(F)cc3CCC2C)cc1 (centres undefined)	-2	nt	0.5	nt	2.5	-2	2	1.0	0.0	-21
O=C(NCCCCNC(=O)c1cccnc1Cl)c1cccnc1Cl	10	0	0.4	-3	-2.2	5	-10	-1.4	-2.1	1
CCOC(=O)c1sc2nc(CSc3ccccc3)nc(N3CCC(C(N)=O)CC3)c2c1C	-20	6	-0.2	-14	2.4	24	20	0.4	-2.2	-1
Cc1ccc(S(=O)(=O)N2CCCOC2CNC(=O)C(=O)NCc2cccs2)cc1 (centres undefined)	22	-1	-0.3	-8	2.1	-2	-22	1.1	-0.4	-2
CC(C)CNC(=S)N(CCN(C)C)Cc1cc2cc3c(cc2[nH]c1=O)OCO3	11	nt	2.1	-18	0.6	1	-11	4.3	-0.1	1
O=C(CNC(=O)c1ccccc1)Nc1ccsc1C(=O)O	12	0	0.0	-20	3.4	1	-12	1.5	0.2	-2
CC(=O)Nc1cc[n+](C(C)C(=O)c2ccc(Cl)cc2)cc1 (centres undefined)	15	-5	-2.0	0	2.0	-6	-15	-1.2	3.9	-1
COc1cc(C(=O)N2CCN(c3cccc(C)c3C)CC2)cc(OC)c1OC	-22	nt	1.4	-23	1.1	4	22	5.4	-0.5	-11
Cc1ccc(S(=O)(=O)N2C(=O)CCC2C(=O)Nc2ccc3c(c2)OCCO3)cc1 (centres undefined)	11	-3	0.2	nt	3.6	-4	-11	0.6	-1.0	-1
Cc1noc(C)c1C(=O)N(CC(=O)Nc1ccccc1Br)Cc1ccco1	23	-6	0.9	4	0.8	8	-23	1.5	-1.5	1
O=C(NCc1ccccc1)C1CCCN(S(=O)(=O)c2cccnc2)C1 (centres undefined)	12	-11	-0.4	7	1.4	-2	-12	-1.0	-3.7	nt
Cc1cc(=O)oc2cc(NC(=O)C(CCCN=C(N)N)NC(=O)OCc3ccccc3)ccc12 (centres undefined)	-11	-3	nt	2	1.4	-2	11	nt	-5.3	-1
Cc1cc(O)ccc1NC(=O)c1ccccc1	24	6	-2.7	-7	2.8	-25	-24	-1.4	0.0	-1
COC(=O)[C@H](CC(C)C)N(Cc1ccccc1)S(=O)(=O)N(Cc1ccccc1)[C@@H](CC(C)C)C(=O)OC	12	-3	0.8	8	3.5	?	-12	2.4	0.0	-9
Next section
SMILES	SR-BI DiI-HDL act	CAL PDZ FP-1	Ecoli viability	MITF TRPM1 HTS	phage Ecoli inh	Tat export inh	SR-BI DiI inh	AddAB inh	CAL PDZ FP-2	Wnt bcat act
O=C(NCc1ccccn1)C1CCCN(S(=O)(=O)c2ccccc2)C1 (centres undefined)	9	-1	-1.7	-5	1.5	8	-9	1.4	0.3	nt
O=S(=O)(c1ccc(F)c(F)c1F)N1CCN(C(=S)Nc2ccccc2)CC1	3	6	0.9	-2	2.5	-9	-3	2.5	-0.4	-2
CCOC(=O)c1cnc(-n2nc(C)cc2C)nc1NC1CCCCC1	-31	-1	-1.4	-51	0.5	2	31	-0.2	-0.8	nt
COc1cc(C(=O)Nc2ccc3c(c2)OCO3)ccc1OCc1c(C)noc1C	-63	nt	-0.7	8	2.4	-17	63	-0.1	-0.6	-1
Cc1cc(C(=O)COc2ccc(-c3nnco3)cc2)c(C)n1Cc1ccccc1	-15	-1	-2.2	nt	1.3	5	15	0.6	-0.5	nt
CCN(CC)S(=O)(=O)c1cc(OC)c(C)cc1C	8	13	-0.2	-5	5.2	11	-8	0.2	-0.5	1
O=C(c1ccc(Cl)cc1)C1CCCN(Cc2cnn(-c3ccccc3)c2)C1 (centres undefined)	23	-3	-1.5	-2	1.6	4	-23	0.9	0.1	0
